# Assay outcomes as filed in PubChem.
# GPR151 activ – activators of human GPR151, primary screen, cell-based, PathHunter beta-arrestin, luminescence; G-protein coupled receptor 151 (Homo sapiens), Q8TDV0; PathHunter beta-arrestin GPR151 cells; activation, % at 11.2 µM; hit rate 1% among 650,000; AID 1508602, 2020; in the data active means activation above about 4.9%;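 further: 0% = median of compound wells and 100% = cells with positive control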
# Target sequence (Q8TDV0 whole entry, looked up): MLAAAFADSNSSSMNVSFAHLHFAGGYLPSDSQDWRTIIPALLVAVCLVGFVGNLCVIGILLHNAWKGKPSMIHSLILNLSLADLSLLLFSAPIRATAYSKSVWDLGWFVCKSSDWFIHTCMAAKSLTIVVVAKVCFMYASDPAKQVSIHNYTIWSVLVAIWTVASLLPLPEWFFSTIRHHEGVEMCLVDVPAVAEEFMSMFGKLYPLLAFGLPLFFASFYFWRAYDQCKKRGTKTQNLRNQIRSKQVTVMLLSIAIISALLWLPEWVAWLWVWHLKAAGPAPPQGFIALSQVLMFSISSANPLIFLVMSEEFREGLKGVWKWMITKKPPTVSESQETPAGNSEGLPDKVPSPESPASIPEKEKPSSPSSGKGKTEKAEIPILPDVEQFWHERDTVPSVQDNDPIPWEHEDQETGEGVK
# TEAD-YAP inh – TEAD-YAP interaction inhibition, primary screen, TEAD-YAP interaction inhibitor project, luminescence, HEK-TIYL cells; hit rate 1.4% among 640,000; TEAD-Gal4/YAP UAS-luciferase luminescence; inhibition, % at 9.12 µM; in the data active means inhibition above about 32%;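 further: 0% = median of test compound wells and 100% = reference inhibitor wells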
# FBW7 act – FBW7 E3 ligase activators, primary screen, biochemical, AlphaScreen, human | AlphaScreen FBW7–phospho-cyclin E peptide binding, activator screen | F-box/WD repeat-containing protein 7 (Homo sapiens), Q969H0 | hit rate 0.13% among 650,000 | normalized activity (activation), % at 26.1 µM; in the data active means normalized activity above about 1.9%;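 further: purified mutant Fbw7 with reduced substrate affinity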
# MITF inh – MITF inhibitors, primary screen, biochemical, AlphaScreen, human; Microphthalmia-associated transcription factor (Homo sapiens), O75030; AlphaScreen MITF homodimerization, bead proximity signal; inhibition, % at 2.6 µM; hit rate 0.91% among 650,000; in the data active means inhibition above about 50%;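 further: 0% = vehicle wells with protein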
# Target sequence (O75030 whole entry, looked up): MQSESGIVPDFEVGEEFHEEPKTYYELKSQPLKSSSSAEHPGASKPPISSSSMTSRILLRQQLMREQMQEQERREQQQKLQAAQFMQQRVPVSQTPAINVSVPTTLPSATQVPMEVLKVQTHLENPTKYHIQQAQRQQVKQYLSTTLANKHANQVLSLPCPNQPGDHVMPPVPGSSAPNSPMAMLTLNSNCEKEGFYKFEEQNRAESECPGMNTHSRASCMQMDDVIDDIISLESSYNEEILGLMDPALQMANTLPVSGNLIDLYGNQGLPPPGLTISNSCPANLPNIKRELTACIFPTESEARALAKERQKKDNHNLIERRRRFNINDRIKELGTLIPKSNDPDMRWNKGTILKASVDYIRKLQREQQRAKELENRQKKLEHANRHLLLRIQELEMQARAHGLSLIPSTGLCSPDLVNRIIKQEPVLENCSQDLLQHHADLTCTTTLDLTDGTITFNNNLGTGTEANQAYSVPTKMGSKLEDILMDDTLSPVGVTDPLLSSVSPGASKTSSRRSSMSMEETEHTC
# * marks the source's active call; other numbers are inactive results; x = not tested or not shown.
# Values in the order: GPR151 activ	TEAD-YAP inh	FBW7 act	MITF inh
- O=S(=O)(CCCOc1ccc(F)cc1)NC1CCN(Cc2ccccc2)CC1
 : -1.5	-6	0.0	9
- CCOc1ccc(-c2nc(NC(=O)C3CC3)sc2C)cc1
 : -1.0	4	-0.1	-13
- NNC(=O)CN1C(c2ccccc2)=Nc2ccc(Cl)cc2C1c1ccccc1 (stereo not given)
 : 0.6	10	0.0	6
- c1ccc2c(-c3csc(N4CCOCC4)n3)cccc2c1
 : 3.1	-13	0.0	17
- COc1cc2c(cc1OC)C(N/N=C/c1cc(OC)c(OC)c(OC)c1)=NC(C)(C)C2
 : 1.0	-4	0.1	-3
- Cc1c(C(=O)Oc2ccc(Br)cc2)sc2ncn(C)c(=O)c12
 : 0.5	1	0.5	13
- Cc1cc(N(C)C)nc(N2CCC(O)(c3cccc(C(F)(F)F)c3)CC2)n1
 : -0.5	16	0.0	0
- Clc1ccccc1-c1nc(Nc2ccc(I)cc2)c2ccccc2n1
 : 0.3	9	0.1	13
- N/C(=N\OC(=O)CCCCCN1C(=O)c2ccccc2C1=O)c1ccccn1
 : 2.0	3	-0.1	-3
- Cc1ccc(-c2nn3cc(-c4ccccc4)c4c3n2CCCC4)cc1
 : -1.6	-5	0.1	2
- O=c1[nH]c(Nc2nc3ccccc3s2)nc2ccccc12
 : 0.2	-8	0.1	-3
- Cc1cccc(NC(=O)CN2C(=O)N/C(=C/c3ccc(Cl)s3)C2=O)c1
 : -0.1	-16	0.0	9
- O=[N+]([O-])c1ccccc1CN1CCN(C/C=C/c2ccccc2)CC1
 : 1.1	11	-0.1	58*
- CC1CCCC(N2CCN(Cc3ccc4c(c3)OCO4)CC2)C1 (stereo not given)
 : -1.0	-17	0.7	68*
- CCOC(=O)Cc1csc(NC(=O)/C=C/C(=O)O)n1
 : -0.6	-3	0.1	15
- CCOC(=O)c1c(NC(=O)c2cc(OC)c(OC)c(OC)c2Br)sc2c1CCCC2
 : -0.3	3	0.2	-2
- N=C1C(c2nc3ccccc3[nH]2)=C(O)CN1c1ccccc1Br
 : -0.9	5	0.6	7
- Cc1c(NC(=O)c2cccc(S(=O)(=O)N3CCCC3)c2)c(=O)n(-c2ccccc2)n1C
 : 0.9	-1	0.0	-2
- c1csc(CNc2ncnc3sccc23)c1
 : 1.5	32*	-0.1	4
- O=C1CCCN1CCCNc1nc(Nc2ncccn2)nc2c1ncn2-c1ccccc1
 : -0.6	3	-0.1	-8
- COCCCN=Cc1c(C)[nH]n(-c2ccc(Br)cc2Br)c1=O
 : 0.4	-3	0.6	7
- O=c1c2cc(Br)ccc2[nH]c(=S)n1CCC1=CCCCC1
 : 0.3	6	0.1	-5
- O=C1N[C@@H](CO)C(=O)N2CCN(Cc3cnn(-c4cccc(Cl)c4)c3)C[C@H]12
 : 2.1	4	-0.1	-5
- CCOC(=O)c1c(NC(=O)Cn2cnc([N+](=O)[O-])n2)sc2c1CCC(C(C)(C)C)C2 (stereo not given)
 : -1.0	2	0.3	-7
- Cn1c(=O)c2c(nc(SCC(=O)Nc3ccc4c(c3)OCCO4)n2C)n(C)c1=O
 : -0.6	8	0.0	1
- Cc1c2cnn(CC(=O)NC3CCCC(C)C3C)c(=O)c2c(C)n1Cc1ccccc1 (stereo not given)
 : -0.2	4	0.1	11
- CCOC(=O)C1=C(C)N=c2s/c(=C/c3cc(C)n(-c4cccc(C(=O)OC)c4)c3C)c(=O)n2C1c1ccc(OC)cc1 (stereo not given)
 : -0.5	15	-0.2	0
- Nc1nc2n(n1)C(c1ccccc1)CC(c1ccc(F)cc1)N2 (stereo not given)
 : 0.3	-2	0.0	3
- CC(C)(C)c1ccc(S(=O)c2sc3nc4c(cc3c2N)CCCC4)cc1 (stereo not given)
 : 2.1	-2	-0.1	3
- CC(=O)Nc1ccc(OCc2cc(=O)n3cc(C)ccc3n2)cc1
 : 4.4	1	-0.1	8
- O=C(Cc1ccc(F)cc1)N1CCNc2ccccc2C1
 : -0.4	-4	0.8	19
- COc1ccc(C(=O)Nc2cc(Cl)ccc2Cl)cc1[N+](=O)[O-]
 : -1.0	7	0.1	-1
- CCOC(=O)N1CCC(NC(=O)c2ccc(Sc3ccc(Br)cc3)c([N+](=O)[O-])c2)CC1
 : 0.8	4	-0.2	2
- CCOC(=O)C1=C(C)NC2=C(C(=O)CC(c3ccc(OC)c(OC)c3)C2)C1c1ccc(Cl)c(Cl)c1 (stereo not given)
 : 2.7	12	0.3	3
- COc1ccc(C(=O)OCC(C)=O)cc1S(=O)(=O)N1CCOCC1
 : -0.1	2	0.0	1
- CCN1CCN(Cc2c(C(=O)N(C)CCc3ccccc3)nc3sccn23)[C@@H](C)C1=O
 : 0.3	0	-0.1	-2
- CC(=O)n1nc(NCc2cccs2)c2c(C)cc(C)nc21
 : -0.7	-17	0.2	10
- C=CCn1c(N2CCC(C(=O)Nc3nnc(C)s3)CC2)nc2ccccc21
 : -0.1	-3	0.2	-1
- O=[N+]([O-])c1cnc(N2CCOCC2)c([N+](=O)[O-])c1
 : -0.1	-1	0.1	3
- Cc1nc2ccccn2c1-c1csc(Nc2ccc(S(N)(=O)=O)cc2)n1
 : 0.2	-3	0.0	5
- CC(=O)N1CCN(Cc2ccccc2)CC1C(=O)NCc1ccccc1 (stereo not given)
 : 5.5*	-2	0.1	5
- C#C[C@]1(OC(C)=O)CCC2C3CCC4=CC(=O)CC[C@@H]4C3CC[C@@]21C (stereo not given in full)
 : -0.2	-9	-0.2	-4
- Cc1ccc(C)c(/C=N/NC(=O)CN2CCSCC2)c1
 : 0.8	-2	0.0	43
- Cc1ccc(C)c(Cc2c(C)nc3c(C(=O)N4CCN(c5ccc(Cl)cc5)CC4)cnn3c2C)c1
 : -1.1	-6	0.2	-10
- O=C(Nc1nc2ccccc2s1)c1cc(Cl)ccc1[N+](=O)[O-]
 : 3.8	-23	-0.1	-2

# Part of the list above, set out differently:
Structure	GPR151 activ	TEAD-YAP inh	FBW7 act	MITF inh
Cn1c(=O)c2c(nc(SCC(=O)Nc3ccc4c(c3)OCCO4)n2C)n(C)c1=O	-0.6	8	0.0	1
Cc1c2cnn(CC(=O)NC3CCCC(C)C3C)c(=O)c2c(C)n1Cc1ccccc1 (stereo not given)	-0.2	4	0.1	11
CCOC(=O)C1=C(C)N=c2s/c(=C/c3cc(C)n(-c4cccc(C(=O)OC)c4)c3C)c(=O)n2C1c1ccc(OC)cc1 (stereo not given)	-0.5	15	-0.2	0
Nc1nc2n(n1)C(c1ccccc1)CC(c1ccc(F)cc1)N2 (stereo not given)	0.3	-2	0.0	3
CC(C)(C)c1ccc(S(=O)c2sc3nc4c(cc3c2N)CCCC4)cc1 (stereo not given)	2.1	-2	-0.1	3
CC(=O)Nc1ccc(OCc2cc(=O)n3cc(C)ccc3n2)cc1	4.4	1	-0.1	8

# Next part
# Values in the order: GPR151 activ	TEAD-YAP inh	FBW7 act	MITF inh
- CC(C)OCC(O)Cn1c(N/N=C/c2ccccc2O)nc2c1c(=O)n(C)c(=O)n2C (stereo not given)
 : 0.3	-2	-0.7	14
- Cc1cc2c(N3CCC4(CC3)OCCO4)ncnc2s1
 : 0.4	-3	-0.1	14
- O=C(C1=C(O)C(=O)N(Cc2cccnc2)C1c1ccc(Cl)cc1)c1cccs1 (stereo not given)
 : -0.4	-30	0.3	-9
- Cc1cccc(-c2cccc(C(=O)N3CCc4c(cnc(C)c4CNS(C)(=O)=O)C3)c2)c1
 : -0.5	2	0.0	4
- O=C1c2ccccc2-c2onc3c(NCCO)cc(NC4CCCCC4)c1c23
 : -1.4	13	-0.5	16
- CC(C)(C)C(=O)N1CCN(c2ccc(-c3ccncc3)nn2)CC1
 : 0.1	-19	-0.2	-4
- CC1=C(C(=O)Nc2ccccc2C)C(c2cccc(F)c2)n2nc(CCCO)nc2N1 (stereo not given)
 : 4.2	-1	-0.1	-8
- Cc1nnsc1C(=O)N(Cc1cccs1)Cc1cccn1C
 : -0.4	8	-0.1	15
- O=C(NCc1cccs1)c1ccc(N2CC3CC(C2)c2cccc(=O)n2C3)c(NC(=O)c2cccc(C(F)(F)F)c2)c1 (stereo not given)
 : -1.5	0	-0.1	5
- O=C(Cn1c2c(c(-c3ccccc3Cl)cc1=O)CCC2)NCC1CCCO1 (stereo not given)
 : 1.6	11	0.0	3
- O=[N+]([O-])c1cccc(S(=O)(=O)NC2CCCCCCC2)c1
 : 1.8	-1	0.0	6
- O=C1NC2(CCCCC2)C(=O)N1CN1CCOCC1
 : -2.2	2	0.1	-9
- CCOc1cc(C(=O)NNC(=S)Nc2ccc(C(C)=O)cc2)cc(OCC)c1OCC
 : -1.5	-39	0.2	-15
- CCc1ccccc1NC(=O)c1cc2cc([N+](=O)[O-])cc(OC)c2oc1=O
 : -0.2	10	0.2	-7
- CCOc1ccc(/C=N/NC(=O)CNc2ccc(Cl)cc2)cc1
 : 0.8	11	-0.1	-6
- COc1cccc(NC(=O)C(=O)N/N=C/c2ccccc2OC)c1
 : -0.8	-19	0.0	-5
- CNC(=S)Nc1ccc(Br)cc1
 : -0.4	-10	0.1	-2
- CCCCOc1ccc(OCCOCCN2CCN(CC)CC2)cc1
 : 0.0	-2	-0.4	65*
- Clc1ccccc1Nc1nc(-c2ccccc2)c2ccccc2n1
 : 0.4	9	-0.1	-18
- Fc1ccc(C2=NN(c3ccccc3)C(c3ccco3)C2)cc1 (stereo not given)
 : 0.4	-7	1.4	-34
- COc1ccc(C(=O)N/C(=C/c2ccc([N+](=O)[O-])cc2)C(=O)Nc2cccc(C)c2)c(Cl)c1
 : -1.4	4	0.0	4
- COC(=O)C1=C(C(=O)OC)[C@@H]2N(C)c3ccc(OC)cc3[C@@]23C[C@@H](C(=O)OC)N(S(=O)(=O)c2ccc([N+](=O)[O-])cc2)C3=N1
 : 1.4	x	0.0	18
- CCn1c(NCc2cc(OC)c(OC)c(OC)c2)nc2ccccc21
 : 0.0	9	-0.1	-3
- CCOC(=O)N1CCN(c2c(NCc3cccnc3)c(=O)c2=O)CC1
 : -0.8	3	-0.1	-6
- C=CCn1c(SCc2ccc(Cl)cc2)nc2sc3c(c2c1=O)CCCC3
 : -0.1	10	0.2	21
- Cc1ccc(C2C(C(=O)c3cccs3)=C(O)C(=O)N2CCCn2ccnc2)cc1 (stereo not given)
 : -0.6	-2	0.0	4
- COc1ccc(/C=C/C(=O)Nc2ccc3nc(N4CCN(C)CC4)cc(C)c3c2)cc1
 : 0.4	-16	-0.1	6
- O=C(NCCN1CCOCC1)c1csc(Nc2ccncn2)n1
 : 3.7	-4	-0.1	11
- COC(=O)CN1C(=N)N(c2nc(N(C)C)nc(N(C)C)n2)CC1=O
 : -0.7	2	0.1	-1
- CCOC(=O)C(=O)Nc1sc(C(=O)Nc2ccc(F)cc2)c(C)c1C(=O)OC
 : -0.7	-34	0.2	17
- Cc1ccc(C(=O)Nc2ccccc2C(=O)NCCCC(=O)O)cc1
 : -0.5	-18	0.1	-2
- COc1cccc(C(=O)Nc2nc3c(s2)CCc2ccc(OC)cc2-3)c1
 : 0.3	-9	0.0	13
- O=C(Nc1ccc(OC(F)(F)F)cc1)C1CC(=O)N(Cc2ccc3c(c2)OCO3)C(=Nc2ccccc2)S1 (stereo not given)
 : -0.6	-9	0.0	6
- CC(Sc1nnc(NC2CCCCC2)s1)C(=O)Nc1ccc(S(N)(=O)=O)cc1 (stereo not given)
 : 3.7	1	0.1	0
- CCCC(C(=O)c1ccccc1)n1cncn1 (stereo not given)
 : 1.4	2	0.1	9
- N#CC1=C(N)N(c2ncn[nH]2)C2=C(C(=O)CC(c3ccccc3)C2)C1c1cccc(Cl)c1 (stereo not given)
 : -1.3	3	0.1	22
- NC(=O)C1(N2CCCCC2)CCN(C(=O)c2ccc3c(c2)NC(=O)c2ccccc2N3)CC1
 : 1.2	12	-0.1	-2
- FC(F)(F)c1ccc(N/N=C/C2=C(N3CCOCC3)C(=C/c3ccccc3)/CC2)nc1
 : -0.2	6	0.1	5
- COc1ccc(OCCSc2nc(C)cc(=O)[nH]2)cc1
 : -1.6	-14	0.0	4
- O=C(CN1C(=O)C2(OCCO2)c2ccccc21)c1ccccc1
 : -0.1	-2	0.4	8
- CC(=O)Nc1ccc(S(=O)(=O)Nn2cnnc2)cc1
 : -1.1	7	0.5	-16
- Cc1cc(Cl)ccc1N(CC(N)=O)S(C)(=O)=O
 : 0.1	9	0.1	6
- Cc1onc(-c2ccccc2)c1C(=O)NC(C)(C)CC(C)(C)C
 : 1.3	12	0.2	0
- O=C(c1ccc(Cl)c(S(=O)(=O)Nc2ccccc2)c1)N1CCCCCC1
 : -1.3	-1	-0.2	2

# In the list so far, these have two or more sulfur atoms:
# Values in the order: GPR151 activ	TEAD-YAP inh	FBW7 act	MITF inh
- c1csc(CNc2ncnc3sccc23)c1
 : 1.5	32*	-0.1	4
- CC(C)(C)c1ccc(S(=O)c2sc3nc4c(cc3c2N)CCCC4)cc1 (stereo not given)
 : 2.1	-2	-0.1	3
- Cc1nc2ccccn2c1-c1csc(Nc2ccc(S(N)(=O)=O)cc2)n1
 : 0.2	-3	0.0	5
- Cc1nnsc1C(=O)N(Cc1cccs1)Cc1cccn1C
 : -0.4	8	-0.1	15
- C=CCn1c(SCc2ccc(Cl)cc2)nc2sc3c(c2c1=O)CCCC3
 : -0.1	10	0.2	21
- CC(Sc1nnc(NC2CCCCC2)s1)C(=O)Nc1ccc(S(N)(=O)=O)cc1 (stereo not given)
 : 3.7	1	0.1	0
